S1P4 antag: antagonists of human S1P4 receptor; actives 0.26% (n = 220,000); inhibition, % at 4.98 µM; S1P4-expressing cells, antagonist mode, reporter read-out; O95977; in the data active means inhibition above about 29%;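 further: 0% = wells stimulated with agonist and 100% = vehicle wells without agonist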
PERK inhibitor: inhibitors of human PERK kinase | Q9NZJ5 | CHO PERK-DD fusion, SEAP luminescence translation reporter | inhibition, % at 5.6 µM | actives 0.17% (n = 220,000);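 active means inhibition above the mean inhibition of all tested compounds plus 3 SD, set separately per screening campaign, cut at about 2.9% in these data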;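 further: PERK kinase domain activated by AP20187 dimerizer at 100 nM; 0% = DMSO with dimerizer and 100% = rapamycin at 8.4 µM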
Wee1 stabilizer: human Wee1 degradation inhibition, primary screen; HeLa Luc-Wee1K328M stability, luciferase luminescence; 100% = proteasome inhibitor MG132 effect; reporter increase, % at 5 µM; AID 1321; actives 1.2% (n = 220,000); P30291;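 active means activation above the mean of all tested compounds plus 3 SD, set per screening run, cut at about 8.8% in these data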;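 further: cells exposed to compound for 20 h before luminescence read; 0% = DMSO alone and 100% = MG132 at 30 µM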
S1P4 agonist: agonists of human S1P4 receptor; activation, % at 4.98 µM; actives 0.35% (n = 220,000); S1P4-expressing cell line, agonist reporter assay; O95977; in the data active means activation above about 11%;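 further: 0% = DMSO vehicle and 100% = reference agonist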
Ba/F3 V617F tox: reduce viability of Ba/F3 cells dependent on JAK2V617F; inhibition, % at 5.6 µM; actives 1.1% (n = 220,000); Ba/F3 EpoR-JAK2V617F viability, ATP luminescence;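 active means inhibition above the campaign mean plus 3 SD over all tested compounds, cut at about 24% in these data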;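 further: cytokine-independent growth of Ba/F3 cells driven by EpoR plus mutant JAK2; 0% = DMSO-treated cells and 100% = JAK inhibitor I control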
NPY-Y2 PAM-ag: potentiators or agonists of human neuropeptide Y receptor Y2; P49146; cells expressing NPY-Y2, potentiator/agonist read-out; activation, % at 3.6 µM; actives 0.45% (n = 220,000); AID 1359; in the data active means activation above about 27%;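 further: cells stimulated with NPY near EC25 plus isoproterenol at EC100; 0% = vehicle plus submaximal agonist and 100% = vehicle plus saturating agonist; some results beyond the cut were filed as inactive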
Target sequence (P49146 whole entry, looked up): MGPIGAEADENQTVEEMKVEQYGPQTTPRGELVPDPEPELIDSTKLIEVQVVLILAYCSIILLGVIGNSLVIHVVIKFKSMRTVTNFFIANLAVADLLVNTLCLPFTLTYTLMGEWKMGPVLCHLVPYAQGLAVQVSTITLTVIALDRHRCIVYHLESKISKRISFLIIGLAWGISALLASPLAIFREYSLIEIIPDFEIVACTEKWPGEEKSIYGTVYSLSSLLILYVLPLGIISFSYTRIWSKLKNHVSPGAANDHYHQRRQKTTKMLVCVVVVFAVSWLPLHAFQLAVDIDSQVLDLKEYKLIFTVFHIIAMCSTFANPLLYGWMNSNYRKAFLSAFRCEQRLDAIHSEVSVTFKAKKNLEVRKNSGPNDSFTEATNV
MDM2 E3 inh: Mdm2 E3 ligase (human) inhibition | signal enhancement, % at 5 µM | AID 1230 | Q00987 | cell-based MDM2 ubiquitination luciferase reporter, 2 h; 0 = plate control, 100 = twice control, blank-subtracted | actives 0.11% (n = 210,000);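 active means signal enhancement of 30% or more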;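 further: luminescence tracks abundance of the self-degrading MDM2-luciferase fusion protein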
Target sequence (Q00987 whole entry, looked up, the tested form may be a part): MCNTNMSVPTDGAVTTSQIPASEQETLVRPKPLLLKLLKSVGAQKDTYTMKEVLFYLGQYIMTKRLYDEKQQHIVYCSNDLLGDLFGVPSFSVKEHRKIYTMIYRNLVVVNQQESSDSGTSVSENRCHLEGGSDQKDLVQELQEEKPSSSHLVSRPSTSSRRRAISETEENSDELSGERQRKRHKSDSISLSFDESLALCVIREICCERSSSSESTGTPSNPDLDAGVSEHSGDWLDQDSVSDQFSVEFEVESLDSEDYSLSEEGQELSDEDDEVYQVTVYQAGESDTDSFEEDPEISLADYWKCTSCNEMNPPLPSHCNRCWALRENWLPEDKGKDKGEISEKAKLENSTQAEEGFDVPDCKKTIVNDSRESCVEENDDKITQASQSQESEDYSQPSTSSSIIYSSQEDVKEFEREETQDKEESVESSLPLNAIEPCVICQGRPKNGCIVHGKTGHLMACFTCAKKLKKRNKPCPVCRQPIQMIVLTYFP
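Test system: stable mammalian line carrying autodegrading MDM2–luciferase fusion reporter; quantity: 2000 cells in each well; times: 4 h cell settling then 2 h compound exposure, 37 °C; detection: luminescence with SteadyLite reagent, 15 min at room temperature; evaluation: percent signal gain over controls, blank-subtracted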
eIF4E 4G PPI: eIF4E/eIF4G interaction inhibition in translation initiation. TR-FRET eIF4E-eIF4GI(517-606) binding, 2 h. inhibition, % at 21.7 µM. actives 0.37% (n = 220,000);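 active means inhibition above about 30%, limit read from the data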;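 further: 0% = full FRET control wells and 100% = background wells lacking eIF4GI fragment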
BaF3 tox: reduces parental Ba/F3 cell viability, JAK2V617F counter-screen. CellTiter-Glo ATP luminescence. inhibition, % at 5.6 µM. actives 1.1% (n = 220,000);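 active means inhibition above a per-campaign cutoff, the mean inhibition of all tested compounds plus 3 SD, cut at about 27% in these data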;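 further: 0% = DMSO wells and 100% = JAK Inhibitor I control wells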
* marks the source's active call; other numbers are inactive results; nt = not tested or not shown; [ ] = remark or other dose.

Each structure is followed by: Ba/F3 V617F tox	Wee1 stabilizer	BaF3 tox	PERK inhibitor	NPY-Y2 PAM-ag	S1P4 antag	S1P4 agonist	eIF4E 4G PPI	MDM2 E3 inh
O=[N+]([O-])/C=C/c1cn(Cc2ccccc2)c2ccccc12
 : -4	-1	2	0.4	11	8	4.0	0	-22
CCOC(=O)N1CCC(NC(=O)CSCc2nc(-c3cccc(OC)c3)oc2C)CC1
 : -2	-1	2	-0.8	6	5	0.4	7	-5
O=C(CSCc1ccc(Cl)cc1)NCCSCc1ccco1
 : 2	1	4	1.5	-29	7	0.2	1	-23
Nc1ccc(NC(=O)c2ccco2)c(Cl)c1
 : 0	0	4	0.7	-6	-9	0.7	3	-2
Cc1c2cn[nH]c(=O)c2c(C)n1Cc1ccc(F)cc1
 : -4	1	8	1.2	15	1	-1.0	-2	-16
COc1ccc(C(C(=O)NC2CCCCC2)N2CCC3(CC2)OCCO3)cc1 (centres undefined)
 : -2	-2	-2	-0.6	2	-1	0.3	2	-15
Cc1nnc2c(Oc3ccccc3)nc3ccccc3n12
 : -5	-4	-2	0.2	-1	-5	-0.2	-3	-1
CC(=O)c1c(NCCc2ccccc2)nc(=S)n(-c2ccccc2)c1C
 : 4	0	8	-0.5	2	-21	-1.4	-1	-3
O=C(c1cccc(Cl)c1)N1CCN(c2ncnc3c2cnn3-c2ccccc2)CC1
 : 5	-3	8	0.2	-14	9	-1.9	3	-12
CC1CCN(S(=O)(=O)c2ccc3c(c2)c(=O)c(C(=O)NCc2ccccc2Cl)cn3C)CC1
 : 2	-1	2	1.0	-12	15	0.7	2[fluorescence artefact?]	-4
O=C(NCc1ccc2c(c1)OCO2)C1CCCN1C(=O)Nc1cccc(Cl)c1 (centres undefined)
 : -1	0	-1	-0.9	-5	-9	1.4	2	-8
CC1Cc2ccccc2N1C(=O)Cn1cc([N+](=O)[O-])cn1 (centres undefined)
 : -1	-2	0	-0.1	-1	-13	-0.1	1	-10
CCC(=O)N1CCN(c2c(Cl)cccc2[N+](=O)[O-])CC1
 : 0	5	4	0.2	10	0	0.9	-2	3
COc1ccc2[nH]c(=O)c(CN(Cc3nnnn3Cc3ccc(F)cc3)CC3CCCO3)cc2c1 (centres undefined)
 : -3	-2	2	-0.7	5	-4	1.7	0	-9
COC(=O)c1cc(O)c(OCc2ccccc2)c(O)c1
 : 2	0	5	1.4	-15	2	0.8	-12	2
O=C(Oc1ccc(-c2cnc3ccccc3n2)cc1)c1cccc([N+](=O)[O-])c1
 : -3	3	2	0.7	5	-9	0.2	-17	-35
CCOC(=O)N1CN(C(=O)OCC)CN(C(=O)OCC)C1
 : -1	1	0	1.0	5	1	0.8	3	-14
N#CCC(=O)N1CCCCCC1
 : -1	1	1	0.9	17	-6	-0.7	5[fluorescence artefact?]	-8
Cc1nnc(SCC(=O)NC(=O)NC(C)(C)C)n1N
 : 1	0	1	1.2	-4	0	1.1	-3	10
CC1CCc2c(sc3nc(C4CC4)nc(N4CCN(C(=O)c5ccco5)CC4)c23)C1 (centres undefined)
 : 2	1	4	-2.0	-3	-8	-0.9	nt	nt

Some entries already given with just Wee1 stabilizer and BaF3 tox.
canonical_smiles	Wee1 stabilizer	BaF3 tox
CC1CCN(S(=O)(=O)c2ccc3c(c2)c(=O)c(C(=O)NCc2ccccc2Cl)cn3C)CC1	-1	2
O=C(NCc1ccc2c(c1)OCO2)C1CCCN1C(=O)Nc1cccc(Cl)c1 (centres undefined)	0	-1
CC1Cc2ccccc2N1C(=O)Cn1cc([N+](=O)[O-])cn1 (centres undefined)	-2	0

More compounds:
Each structure is followed by: Ba/F3 V617F tox	Wee1 stabilizer	BaF3 tox	PERK inhibitor	NPY-Y2 PAM-ag	S1P4 antag	S1P4 agonist	eIF4E 4G PPI	MDM2 E3 inh
CCCNC(=O)c1cc(OC)c(OC)cc1[N+](=O)[O-]
 : -3	0	-1	1.3	-4	-1	-0.2	4	-9
O=C(CSCCO)Nc1cccc(C(F)(F)F)c1
 : -4	2	1	0.8	10	36*	0.9	-4[fluorescence artefact?]	-13
CC(C)(C)c1ccc(OCc2ccc(C(=O)NCc3cccnc3)o2)cc1
 : 1	1	8	1.3	-2	-3	-2.1	2	10
O=C(Nc1cc(C(F)(F)F)ccc1Cl)c1cc(C2CC2)on1
 : -1	2	2	0.6	-2	-1	1.7	1	-3
CCC(CO)NCC#Cc1ccccc1 (centres undefined)
 : 2	3	9	1.2	-2	-19	0.0	-3	0
Cc1cc(Nc2ccccc2)n(C(=O)c2ccc(N)cc2)n1
 : -7	3	2	0.3	10	7	-0.1	3	nt
CCOC(=O)c1nnc(-c2ccccc2)nc1NCc1ccc(Cl)cc1
 : 0	-3	6	0.3	-11	-15	1.9	-2[fluorescence artefact?]	-9
CC(OC(=O)C1=COCCO1)C(=O)Nc1cc(S(=O)(=O)N2CCCCC2)ccc1Cl (centres undefined)
 : -6	-1	2	1.8	7	-1	-0.6	2	-7
Cc1ccc(NC(=O)C(c2ccc(Cl)cc2)N2CCCCC2)cc1 (centres undefined)
 : 1	2	1	1.1	2	-17	-1.2	-1	-14
CCCCC(=O)Nc1ccccc1N1CCOCC1
 : 3	-2	3	0.2	11	-9	1.5	1	-14
Clc1ccc(CN2C3=NCCCN3c3ccccc32)cc1Cl
 : 3	-2	6	-0.8	-18	1	2.8	-2	-19
O=C(CCCn1c(=O)[nH]c2ccsc2c1=O)N1CCCCC1
 : -4	-1	2	-0.2	15	-6	0.9	-19	6
Cc1cc(C(=O)COC(=O)Cc2n[nH]c(=O)c3ccccc23)c(C)n1-c1ccc2c(c1)OCO2
 : -4	3	0	-0.5	-11	-12	0.2	-1	-14
CCC1CCCCN1c1ccc([N+](=O)[O-])cc1/C=N/NC(=O)Cn1c2ccccc2c(=O)c2ccccc21 (centres undefined)
 : -1	1	1	0.8	1	12	-3.7	-3	-7
COC(=O)C(CCSC)NC(=O)c1cc2c(n(-c3ccc(C)cc3)c1=O)CCCC2=O (centres undefined)
 : 2	2	2	0.5	-3	-2	-0.7	8	3
Cc1ccc(N=Nc2c(N)nn3c(N)c(C#N)c(C)nc23)cc1
 : -3	-5	-2	0.2	0	-8	0.8	1	-8
Clc1ccc(-c2nc3ncccn3c2Nc2ccc3c(c2)OCO3)cc1
 : 1	6	2	-0.2	-1	-18	-4.4	-10	0
CN(C)S(=O)(=O)c1ccc(/C(O)=C2/C(=O)C(=O)N(Cc3cccnc3)C2c2ccco2)cc1 (centres undefined)
 : 4	-2	7	0.7	-5	12	0.1	8	-2
CSc1ccccc1NC(=O)COC(=O)Cc1cccs1
 : -1	-1	7	0.8	-15	-4	-0.9	0	5
CC1=C(OC(=O)c2ccc(Br)cc2)C(C)(C)C(c2ccccc2)OC1=O (centres undefined)
 : 0	-4	0	-0.3	4	-15	0.6	15	0
COc1ccc(N(CC(=O)N2CCN(c3cccc(C)c3)C(C)C2)S(=O)(=O)c2c(C)n[nH]c2C)cc1 (centres undefined)
 : -2	-1	4	0.0	0	-20	-1.4	0	-12
COC(=O)c1ccc(C(=O)Nc2ccc(C(C)C)cc2N)cc1
 : -1	0	-1	-0.2	2	11	-0.6	14	-9
COc1cccc(C2C3(C#N)C(N)=NC(OC)(OC)C23C#N)c1 (centres undefined)
 : -4	-1	0	0.6	-7	-14	-0.5	0[fluorescence artefact?]	-6
Cc1nc2ccc(S(=O)(=O)Nc3cccc(-c4nc5cccnc5s4)c3C)cc2s1
 : -3	-2	4	0.3	4	2	-0.4	3	nt
O=C(Nc1cccc(S(=O)(=O)N2CCOCC2)c1)c1cnn2c(C(F)F)cc(-c3ccccc3)nc12
 : 0	0	4	1.4	12	-13	-0.2	2	nt
CS(=O)(=O)N(CC(=O)NC1CC2CCC1C2)c1cccc(C(F)(F)F)c1 (centres undefined)
 : 1	0	4	-0.3	-12	0	-0.2	3[fluorescence artefact?]	6
CCOC(=O)c1c(NC(=O)CN2CCN(c3ccc(Cl)cc3)CC2)sc(C)c1C
 : -3	0	-1	0.8	-2	-2	3.5	0	-50
O=C(C1CCC(Cn2c(=S)[nH]c3ccccc3c2=O)CC1)N1CCN(c2ccccc2)CC1 (centres undefined)
 : 0	0	6	-1.9	-3	-8	-2.4	nt	nt
COc1c(C)cc(C(=O)C2CCCN(C(=O)c3snnc3C)C2)cc1C (centres undefined)
 : -1	4	3	-0.4	1	-19	2.2	4	0
COc1ccc(CC(=O)NNc2ncnc3c2cnn3-c2ccc(C)cc2)cc1OC
 : 1	-1	9	-0.4	1	-13	2.3	-6	1
CCn1c(COc2cccc3cccnc23)nnc1SC(F)F
 : 6	-2	2	0.1	-12	0	0.0	1	-5
COc1ccc(S(=O)(=O)N2c3ccccc3OCC2C)cc1 (centres undefined)
 : 72*	-2	73*	0.1	-5	10	15*	-4	-3
CCOC(=O)C1(C)NC(c2ccc(N(C)C)cc2)C2C(=O)N(CC)C(=O)C21 (centres undefined)
 : -2	-2	3	-0.2	9	-6	-2.2	-2[fluorescence artefact?]	-6
Cc1csc(SCCn2c(N3CCN(c4ccccc4)CC3)nc3c2c(=O)[nH]c(=O)n3C)n1
 : -4	-1	2	0.3	5	-2	-1.3	-2	0
COc1ccc(CNC(=O)c2ccc(CNc3c(NC4CCCCC4)c(=O)c3=O)cc2)cc1
 : -2	-2	11	1.1	12	13	0.8	2	nt
OCCN1CCN(C(=S)Nc2ccccc2)CC1
 : 5	1	10	0.2	-8	-4	-0.5	-2	-10
COc1ccc(N2CCN(c3ncnc4nc[nH]c34)CC2)cc1
 : 3	0	11	0.6	-10	-3	-1.9	-7	-11
COc1ccc(-c2c3c(=O)n(C)c(=O)n(C)c3cn2NC(C)=O)cc1
 : -2	-1	-1	1.2	5	-28	-2.0	0	-15
O=C(CN(Cc1ccco1)C(=O)CNS(=O)(=O)c1ccccc1)NC1CCCCC1
 : -2	-1	0	0.0	4	-13	1.3	4[fluorescence artefact?]	-6
CN(C(=O)COC(=O)c1ccccc1SCC(=O)NC1CCCCCCC1)C1CCS(=O)(=O)C1 (centres undefined)
 : -2	-3	-2	-0.3	12	-6	-1.1	12	1
O=C(Cn1cc2c(n1)CCCCC2)NC1CCCCCC1
 : -2	-1	5	1.0	4	1	-1.5	1	-6
O=C(O)Cn1c(SC2CCCCC2)nc2ccccc21
 : 0	6	6	0.6	-12	7	0.4	1	-7
O=C1C=CN(C(=O)Oc2ccccc2)CC1
 : -8	3	1	1.5	2	-12	1.1	3[fluorescence artefact?]	-10
CN(C)c1c(N)[nH]c2c(c1=O)c(=O)n(C)c(=O)n2C
 : 5	-2	4	0.0	-4	-20	1.3	-6[fluorescence artefact?]	-4
Cn1c(SCC(=O)NCc2ccc3c(c2)OCO3)nnc1C1COc2ccccc2O1 (centres undefined)
 : 2	-1	3	-1.4	-4	-13	3.9	-2	2
COc1ccc(C(=O)NC(CC(=O)O)c2cc([N+](=O)[O-])ccc2Cl)c(SC)c1 (centres undefined)
 : -1	1	3	1.5	-4	4	1.9	-3	-7
COC(=O)CNC(=S)NC(=O)c1ccc(C(C)(C)C)cc1
 : -2	0	3	0.7	23	4	-0.5	-6	-18
C=CCn1c(N)c(C(=O)NCC2CCCO2)sc1=S (centres undefined)
 : 1	-3	2	0.0	12	8	0.4	4	22
